Tb PGK inh: qHTS Assay to Find Inhibitors of Phosphoglycerate Kinase. Potency, µM (highest dose often 57.5 µM), inactives show at the top dose activity change, negative = inhibition, usual class: inhibitors. Phosphoglycerate kinase, glycosomal (Trypanosoma brucei brucei), P07378. PGK/GAPDH coupled, Kinase-Glo luminescence, 60 min. 380,000 compounds, 0.043% hits. AID 602233, 2012; further: potency means the concentration at half of the fitted maximal effect; on the % scale 0 is the no-effect control and ±100 the full control effect; nearly all actives have a fitted effect of over 60% in size
Target sequence (P07378 whole entry, looked up): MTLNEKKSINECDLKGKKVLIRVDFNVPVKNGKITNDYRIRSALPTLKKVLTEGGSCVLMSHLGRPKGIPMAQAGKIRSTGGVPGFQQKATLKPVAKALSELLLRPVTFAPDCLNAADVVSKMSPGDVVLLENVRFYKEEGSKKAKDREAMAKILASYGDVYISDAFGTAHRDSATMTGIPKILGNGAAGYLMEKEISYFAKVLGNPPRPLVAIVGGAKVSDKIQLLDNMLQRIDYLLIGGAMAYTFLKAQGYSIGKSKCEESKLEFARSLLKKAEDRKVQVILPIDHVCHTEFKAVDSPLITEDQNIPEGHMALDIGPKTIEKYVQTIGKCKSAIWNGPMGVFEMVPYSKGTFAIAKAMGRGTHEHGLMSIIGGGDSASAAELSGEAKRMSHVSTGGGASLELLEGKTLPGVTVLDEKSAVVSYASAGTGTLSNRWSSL
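Recombinant glycosomal PGK reaction used 1,3-bisphosphoglycerate generated in-well by GAPDH (100nM final) in 100mM TEA pH 7.6, 5mM MgCl2, 0.01% Tween-20. After 60 minutes at room temperature, ATP was read by Kinase-Glo Plus luminescence end-point.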
Pin1 inhibitor: qHTS Assay to Find Inhibitors of Pin1; Potency, µM (doses to about 115 µM), for inactives: at the highest dose activity, negative = inhibition, usual class: inhibitors; Pin1 FP peptide displacement, HiFluor488, 10 min; AID 504891, 2011; Peptidyl-prolyl cis-trans isomerase NIMA-interacting 1 (Homo sapiens), Q13526; 390,000 compounds, 0.009% hits; active means well fitted inhibition curve with a large enough effect in the polarisation, with a control signal flat, not every such curve was filed as active; inconclusive means small, poorly fitted or top-dose-only effect, or effect the other way, or a change in a side signal; inactive means no such curve, though single readings can be large or run the other way; the % refers to the polarisation; further: potency means the concentration at half of the fitted maximal effect; on the % scale 0 is the no-effect control and ±100 the full control effect
Target sequence (Q13526 whole entry, looked up): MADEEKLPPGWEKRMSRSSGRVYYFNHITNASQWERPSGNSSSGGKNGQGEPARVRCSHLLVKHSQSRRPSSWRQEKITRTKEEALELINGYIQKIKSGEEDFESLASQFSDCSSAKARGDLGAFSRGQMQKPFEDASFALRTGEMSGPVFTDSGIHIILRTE
JMJD2A Tudor: qHTS Assay for Inhibitors of JMJD2A-Tudor Domain. 390,000 compounds, 4.4% hits. AID 504339, 2011. AlphaScreen JMJD2A-Tudor / H3K4me3 peptide binding. Lysine-specific demethylase 4A (Homo sapiens), O75164. Potency, µM (top dose mostly 114 µM), for inactives: at the top dose activity change, negative = inhibition, hits mostly inhibitors; further: potency means the concentration at half of the fitted maximal effect; on the % scale 0 is the no-effect control and ±100 the full control effect; nearly all actives have a fitted effect of over 50% in size
BAZ2B inh: qHTS Assay for Inhibitors of BAZ2B; Bromodomain adjacent to zinc finger domain protein 2B (Homo sapiens), Q9UIF8; AlphaScreen BAZ2B-H3K14Ac peptide displacement; Potency, µM (highest dose often 114 µM), for the others: at the top dose activity change, negative = inhibition, actives largely listed as inhibitors; 360,000 compounds, 4.4% hits; AID 504333, 2011; further: potency means the concentration at half of the fitted maximal effect; on the % scale 0 is the no-effect control and ±100 the full control effect; nearly all actives have a fitted effect of over 60% in size
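BAZ2B 50 nM plus b-H3(5-23)K14Ac 50 nM, PBS pH 7.4/0.01% Tween-20, 30 min RT; compound added (max 110 uM), 30 min RT; streptavidin donor/Ni-chelate acceptor beads 10 ug/mL final, 20 min dark; AlphaScreen read.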
GLS inh: qHTS for Inhibitors of Glutaminase (GLS). GLS enzymatic activity, qHTS titration. Potency, µM (titrated, usually from 45.5 µM), without a hit: at the highest dose activity change, negative = inhibition, actives largely listed as inhibitors. 410,000 compounds, 0.21% hits. AID 624170, 2012; further: potency means the concentration at half of the fitted maximal effect; on the % scale 0 is the no-effect control and ±100 the full control effect
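Assay buffer: 45 mM KH2PO4 pH 8.2, 0.02% Tween-20. hKGA acts on L-glutamine (1 mM solution added); product glutamate is reported by an oxidase/peroxidase Amplex Red coupling, with fluorescence taken at baseline and 30 min.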
G9a inh: qHTS Assay for Inhibitors of Histone Lysine Methyltransferase G9a; Histone-lysine N-methyltransferase EHMT2 (Homo sapiens), Q96KQ7; G9a H3K9 monomethylation, AlphaScreen, 2 h; Potency, µM (top dose mostly 102 µM), for inactives: at the highest dose activity, negative = inhibition, usual class: inhibitors; 350,000 compounds, 8.8% hits; further: potency means the concentration at half of the fitted maximal effect; on the % scale 0 is the no-effect control and ±100 the full control effect; nearly all actives have a fitted effect of over 75% in size
Target sequence (Q96KQ7 913-1193 limits assumed): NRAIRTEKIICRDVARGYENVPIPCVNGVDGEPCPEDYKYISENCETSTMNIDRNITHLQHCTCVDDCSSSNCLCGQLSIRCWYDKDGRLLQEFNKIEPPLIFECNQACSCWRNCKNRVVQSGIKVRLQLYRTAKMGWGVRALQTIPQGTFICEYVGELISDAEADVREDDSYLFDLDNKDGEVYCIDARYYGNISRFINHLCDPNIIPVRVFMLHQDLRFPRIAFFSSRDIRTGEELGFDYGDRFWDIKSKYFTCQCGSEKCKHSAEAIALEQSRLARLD
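Readings reflect AlphaScreen signal from monomethyl-H3K9 antibody detection. HMT at 20 nM; substrate b-H3K9 500 nM; cofactor SAM 20 uM; 2 h RT reaction; compounds tested as titrations in qHTS with 15 min preincubation.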
PI4K2A inh: qHTS for small molecular inhibitors of PI4K2A | Phosphatidylinositol 4-kinase type 2-alpha (Homo sapiens), Q9BTU6 | purified PI4K2A, ADP-Glo luminescence, 1 h; active compounds read low | activity change, negative = inhibition, % at 76.9 µM | 420,000 compounds, 0.13% hits | AID 1346378, 2018; in the data active means activity change below about -50%; inconclusive means mostly about -30% to -49%;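 further: -100% = wells without enzyme as full effect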
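Compounds are screened against recombinant PI4K2A using PI as substrate and ATP, the latter dispensed at 300 microM. Reactions run one hour at ambient temperature before ADP-Glo detection; full inhibition defined by wells lacking enzyme.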
HP1b binding inh: HTS for Inhibitors of HP1-beta Chromodomain Interactions with Methylated Histone Tails | Chromobox protein homolog 1 (Homo sapiens), P83916 | AlphaScreen HP1-beta / biotin-H3K9me3 peptide binding | Potency, µM (doses to about 114 µM), inactives show at the highest dose activity change, negative = inhibition, usual class: inhibitors | 390,000 compounds, 0.56% hits; further: potency means the concentration at half of the fitted maximal effect; nearly all actives have a fitted effect of over 70% in size; inactives centre near 23
Target sequence (P83916 whole entry, looked up): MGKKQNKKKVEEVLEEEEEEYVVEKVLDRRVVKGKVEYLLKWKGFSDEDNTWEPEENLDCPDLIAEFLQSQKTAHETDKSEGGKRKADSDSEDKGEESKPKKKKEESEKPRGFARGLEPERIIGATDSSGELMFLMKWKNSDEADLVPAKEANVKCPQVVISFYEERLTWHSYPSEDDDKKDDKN
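AlphaScreen: HP1-beta (50 nM) preformed 30 min with biotin-H3(1-18)K9me3 peptide (50 nM) in PBS pH 7.4, 0.01% Tween-20. Compound added for 30 min at RT, then streptavidin donor/nickel chelate acceptor beads (10 ug/mL) for 30 min.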
POLH inh: qHTS for Inhibitors of Polymerase Eta; DNA polymerase eta (Homo sapiens), Q9Y253; recombinant Pol eta, fluorescent DNA replication assay; Potency, µM (highest dose often 114 µM), inactives show at the top dose activity change, negative = inhibition, most hits filed as inhibitors; 390,000 compounds, 1.2% hits; AID 588591, 2011; further: potency means the concentration at half of the fitted maximal effect; on the % scale 0 is the no-effect control and ±100 the full control effect
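Pol eta at 10 nM preincubated with compounds 15 min at room temperature; reaction started with fluorescent substrate (50 nM final) and read kinetically at 0 and 10 min.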
* marks the source's active call; other numbers are inactive results; i = inactive; ? = inconclusive; · = no result given; [ ] = dose if it differs, or a comment. Unless noted, the call rests on the fitted dose curve; in most records, active means well fitted curve in the direction sought with a large enough effect; inconclusive means small, poorly fitted or top-dose-only effect, or another doubt; inactive means no such curve, though single readings can be large; an effect the other way counts as inactive or inconclusive. Not all compounds are listed. The share of hits here may be higher or lower than overall.

SMILES | Tb PGK inh | Pin1 inhibitor | JMJD2A Tudor | BAZ2B inh | GLS inh | G9a inh | PI4K2A inh | HP1b binding inh | POLH inh
Cc1ccc(S(=O)(=O)Nc2ccc3c(c2)OCCO3)cc1C | -1% | 0% | -10% | -20% | 0% | -6% | 5 | 29% | -12%
Cc1nnc(NC(=O)CSc2nc3ccccc3[nH]2)s1 | -1% | 0% | -6% | · | 19% | -19% | 1 | 31% | 1%
CC(=O)Nc1ccc(NC(=O)CCc2c(C)nc3c(c(C)nn3-c3ccc(C)cc3)c2C)cc1 | · | 5% | -12% | 11% | -7% | 17%[59 µM] | -7 | 60%[activator] | ·
CCN1CCN(C(=O)Cn2cnc3sc(C)c(S(=O)(=O)N4CCN(c5ncccn5)CC4)c3c2=O)CC1 | -7% | -9% | -15% | -1% | 1% | -8% | 1 | 27% | -13%
Cc1cc(=O)n(C(C)Cc2ccccc2)n1C(C)Cc1ccccc1 (stereo not given) | -2% | 13% | -4% | · | 0% | · | -5 | 42%[activator] | -13%
COc1ccc(COC(=O)CCc2c[nH]c3ccccc23)cc1F | 2% | -2% | -26% | · | 2% | · | 1 | 28% | -9%
O=c1o[nH]c(-c2ccccc2)c1C1=NCCCCC1 | -6% | -1% | -20% | 25% | -1% | 8%[59 µM] | -2 | 19% | 7%
Cc1nnc(NC(=O)CSc2ccc(-c3cccnc3)nn2)s1 | -2% | -2% | -13% | -20% | -3% | ? | 0 | 40%[activator] | -17%
COc1ccc(S(=O)(=O)N(CC(=O)N(C)Cc2ccccc2)c2ccc(Cl)cc2)cc1 | -8% | 15% | 0% | 0% | 6% | 16%[59 µM] | -7 | 27% | -24%
Cc1ccc(NC(=O)CSc2nnc(-c3ccco3)o2)cc1 | i | 6% | 1% | -9% | 0% | 5%[59 µM] | -1 | 30% | -19%
Cc1ccc(CCN2C(Nc3ccccc3)=NC[C@@H]2C)cc1 | 8% | 12% | -15% | 11% | -3% | 21%[2.33 µM] | 2 | 45%[activator] | -16%
CCN(CC)S(=O)(=O)c1cccc(-c2nnc(SCCCC(=O)c3ccc(F)cc3)o2)c1 | 5% | 4% | 12% | 24% | · | 21%[59 µM] | 4 | 48%[activator] | -16%
O=C(C1CCCN(S(=O)(=O)c2ccc(Cl)cc2)C1)N(Cc1cccs1)C1CC1 (stereo not given) | 2% | -1% | -34% | -4% | 6% | -5%[59 µM] | 1 | 2% | -14%
Cc1cccc(NC(=O)CN(C)CC(=O)NC(c2ccccc2)c2ccccc2)c1C | -1% | 0% | -10% | -1% | -2% | 67%[activator][2.33 µM] | 1 | 33%[activator] | -27%
Cc1cccc(OCC(=O)NC2CC(C)(C)NC(C)(C)C2)c1 | -4% | -4% | -15% | 4% | 3% | 5% | 2 | -15% | -12%

Record cards, as listed above. Screens in order: Tb PGK inh	Pin1 inhibitor	JMJD2A Tudor	BAZ2B inh	GLS inh	G9a inh	PI4K2A inh	HP1b binding inh	POLH inh
CC(=O)Nc1ccc(NC(=O)CCc2c(C)nc3c(c(C)nn3-c3ccc(C)cc3)c2C)cc1 is listed as ·	5%	-12%	11%	-7%	17%[59 µM]	-7	60%[activator]	·
CCN1CCN(C(=O)Cn2cnc3sc(C)c(S(=O)(=O)N4CCN(c5ncccn5)CC4)c3c2=O)CC1 is listed as -7%	-9%	-15%	-1%	1%	-8%	1	27%	-13%
Cc1ccc(CCN2C(Nc3ccccc3)=NC[C@@H]2C)cc1 is listed as 8%	12%	-15%	11%	-3%	21%[2.33 µM]	2	45%[activator]	-16%

Other entries
SMILES | Tb PGK inh | Pin1 inhibitor | JMJD2A Tudor | BAZ2B inh | GLS inh | G9a inh | PI4K2A inh | HP1b binding inh | POLH inh
Cc1ccc(NC(=O)Cn2c(=O)n(Cc3ccco3)c(=O)c3sc4ccccc4c32)c(C)c1 | i | -9% | -21% | -9% | 1% | 7%[59 µM] | 0 | 21% | -6%
Cc1cc(NC(=O)C2CC(c3c(F)cccc3Cl)=NO2)n(-c2ccccc2)n1 (stereo not given) | -3% | -4% | -5% | 1% | 1% | ? | 2 | 66%[activator] | -20%
CCN(C(=O)CN1CCN(c2ccccc2O)CC1)c1c(N)n(Cc2ccccc2)c(=O)[nH]c1=O | -2% | 6% | -22% | -7% | -12% | -8%[12.7 µM] | 1 | 14% | ?
COc1ccc(C(=O)NC2CC3CCCC(C2)N3Cc2ccccc2)cc1 (stereo not given) | -1% | -5% | -17% | -3% | 0% | 7% | 3 | 30% | -1%
CSc1ccc(CN2CCc3c([nH]c4ccccc34)C2)cc1 | 7% | -5% | 3.2µM* | ? | -20% | · | 1 | ? | -29%
O=C(NC1CCCC1)C(c1ccncc1)N(C(=O)c1csnn1)c1ccc(Cl)cc1 (stereo not given) | i | -11% | -16% | -1% | -3% | -4% | 0 | 19% | -10%
CCc1nccn1CCC(=O)NC1CC(C)(C)Cc2c1cnn2-c1ccc(C)cc1 (stereo not given) | 0% | -1% | -11% | -4% | -3% | ? | -2 | 20% | -26%
Cc1ccccc1C(=O)NC1CC2CCC(C1)N2Cc1ccccc1 (stereo not given) | -4% | -5% | -10% | -6% | 0% | ? | 0 | -13% | -11%
O=C(CCc1ccccc1Cl)Nc1ccc(S(=O)(=O)Nc2nccs2)cc1 | 5% | -1% | -27% | ? | 2% | ? | -1 | 2% | -5%
CCN(CC)CCN=C1CCCc2ccccc2N1 | -4% | -2% | -7% | -8% | ? | ? | -6 | 47% | -5%
CC(=O)N1CCCc2cc(S(=O)(=O)Nc3ccc(Cl)cc3F)ccc21 | -8% | -5% | -29% | -5% | 3% | 4%[59 µM] | -3 | 5%[57 µM] | -11%
NC(=O)C1CCN(C(=O)Cn2cccc2C(=O)c2ccccc2)CC1 | 0% | -14% | -11% | 9% | 1% | -3% | 3 | 24% | 3%
Cc1cccc(C)c1NC(=O)CSc1nnc([C@H](C)NC(=O)OC(C)(C)C)o1 | 2% | -3% | -14% | 5% | -1% | 2% | 5 | 17% | -11%
O=C(NCCc1ccccc1)C1CCC(Cn2c(=O)c3ccccc3n(Cc3cccc(F)c3)c2=O)CC1 (stereo not given) | -1% | -1% | 2% | 0% | 3% | 9%[59 µM] | -3 | 18% | -3%
COc1ccc(C2C3=C(N=C4SCC(=O)N42)c2ccccc2CC3)cc1 (stereo not given) | -2% | 4% | -35% | 12% | 4% | 50µM* | -25 | 1% | -12%

Arranged by the number under G9a inh (largest number first): three from the list above.
Compound	G9a inh
COc1ccc(C(=O)NC2CC3CCCC(C2)N3Cc2ccccc2)cc1 (stereo not given)	7%
Cc1cccc(C)c1NC(=O)CSc1nnc([C@H](C)NC(=O)OC(C)(C)C)o1	2%
O=C(NC1CCCC1)C(c1ccncc1)N(C(=O)c1csnn1)c1ccc(Cl)cc1 (stereo not given)	-4%

Later entries
SMILES | Tb PGK inh | Pin1 inhibitor | JMJD2A Tudor | BAZ2B inh | GLS inh | G9a inh | PI4K2A inh | HP1b binding inh | POLH inh
CC(NC(=O)c1ccc(NS(C)(=O)=O)cc1)c1ccccc1 (stereo not given) | i | -1% | 7% | -1% | 8% | 7%[12.7 µM] | -1 | 24% | -6%
C/C(=N\NC1=NCCN1)c1ccc(Cl)cc1 | -1% | 1% | -15% | -3% | 15% | -1% | 0 | -1% | -15%
CCOc1ccc(CCNC(=O)C2Cc3ccccc3N2C(=O)CC)cc1OCC (stereo not given) | 1% | -2% | -2% | -10% | -6% | 8%[12.7 µM] | 0 | 30% | -10%
O=C(OCC(=O)N1CCCCCC1)c1ccc(F)cc1F | 8% | 0% | 5% | -6% | 0% | ? | -3 | 26% | -14%
COCCNC(=O)NC(=O)COC(=O)Cc1ccc2c(c1)OCCO2 | -5% | -1% | -10% | -5% | -1% | -1%[59 µM] | 1 | 29% | -10%
Cn1c(C(F)(F)F)nc2c(=O)oc3ccccc3c21 | -1% | -14% | -10% | 8% | 5% | ? | 7 | 21% | 6%
CCCCCCCC(=O)NNC(=O)c1c(O)c2ccccc2n(CC)c1=O | 7% | -8% | -14% | 0% | 8% | 0% | 4 | 44%[activator] | -12%
CCOC(=O)c1[nH]c(C)c(/C(O)=C2\C(=O)C(=O)N(CCCN3CCOCC3)C2c2cccnc2)c1C (stereo not given) | -8% | -9% | -15% | -8% | 0% | 22µM* | 5 | 35% | -5%
O=C(Nc1ncc2c(n1)CC(c1cccc(Cl)c1)CC2=O)c1ccco1 (stereo not given) | i | 3% | -15% | ? | 7% | · | -1 | 7% | -15%
COC(=O)c1cccc(N(C(=O)c2ccco2)C(C(=O)NC2CCCC2)c2ccco2)c1 (stereo not given) | 1% | 2% | -19% | 1% | 6% | -17%[59 µM] | -3 | 5% | -2%
CCOc1ccc(C(=O)N2CCC(c3nnc(-c4ccccc4OC)o3)CC2)cc1 | i | 1% | -11% | -5% | 3% | -45%[59 µM] | -4 | 26% | -13%
O=C(c1ccc(N2CCCCC2)c([N+](=O)[O-])c1)N(c1ccccn1)c1ccccn1 | 3% | 0% | -29% | ? | 1% | ? | 8 | 0% | -5%
